Screening data: PubChem, The Scripps Research Institute Molecular Screening Center
OX1R antag-1 = antagonists of human orexin 1 receptor (OX1R); O43613; OX1R-expressing cells, FRET antagonist read-out; AID 485270; inhibition, % at 6.6 µM; hit rate 1.8% among 330,000; in the data active = inhibition mostly above about 38%, no sharp cut-off; inactive = mostly below about 40%;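 note: 0% = agonist challenge alone and 100% = reference antagonist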
Target sequence (O43613 whole entry, looked up): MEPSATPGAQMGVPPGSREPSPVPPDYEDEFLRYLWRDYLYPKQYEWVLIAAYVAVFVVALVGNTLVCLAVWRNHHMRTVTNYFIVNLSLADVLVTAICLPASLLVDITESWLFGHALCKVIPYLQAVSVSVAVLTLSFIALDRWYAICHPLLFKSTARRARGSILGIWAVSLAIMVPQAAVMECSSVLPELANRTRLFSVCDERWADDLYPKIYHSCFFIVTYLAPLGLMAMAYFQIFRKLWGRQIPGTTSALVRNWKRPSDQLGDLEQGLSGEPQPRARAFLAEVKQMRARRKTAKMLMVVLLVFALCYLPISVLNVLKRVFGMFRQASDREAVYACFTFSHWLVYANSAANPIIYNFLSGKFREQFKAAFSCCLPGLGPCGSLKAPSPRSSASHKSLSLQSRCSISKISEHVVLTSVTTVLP
OX1R antag-2 = blocks the human orexin 1 receptor; O43613; CHO/OX1R cells, Fluo-8 calcium fluorescence, orexin A; inhibition, % at 5 µM; hit rate 0.43% among 330,000; AID 434989;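 active = inhibition above its plate's threshold, mean inhibition of all tested compounds on the plate plus 3 SD, cut at about 37% in these data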;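 note: 0% = orexin A challenge wells and 100% = SB-334867-A antagonist wells; not every result past the cut was called active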
* hit, by the source's call. Random draw from the library; 2.1% or so of the library scored in one or more.

#	SMILES	OX1R antag-2	OX1R antag-1
1	Cc1cc(/C=N/NC(=O)C(=O)NCc2ccccn2)c(C)n1-c1cccc(Br)c1	-24	12
2	Nc1ncnc2c1cnn2C1CCCCC1	-2	13
3	COc1cccc(CNC(=O)CCC2CCCN(C(=O)c3cc4ccccc4o3)C2)c1 (centres undefined)	-35	29
4	COc1ccc(CCNC(=O)c2n[nH]c(=O)c3ccccc23)cc1	-20	14
5	COc1ccc(/C=C/C(=O)NCc2cn(C)nc2C)cc1COc1ccc(Cl)cc1Br	-8	6
6	O=C(NCc1ccco1)C1CC(=O)N(CCc2ccccc2)C1 (centres undefined)	8	3
7	COc1ccc(/C=N/n2cnc3scc(-c4cccs4)c3c2=O)cc1OC	-11	17
8	Cc1cc(=O)n2nc(N3CCCC(C(=O)NCc4ccc(Cl)cc4)C3)sc2n1 (centres undefined)	-28	7
9	COc1cc(C(=O)Nc2scc(-c3ccc(Br)cc3)c2C(=O)O)cc(OC)c1OC	-4	54*
10	CCCC[N+](C)(C)CCC(=O)NC(C)(C)CS(=O)(=O)[O-]	-9	6
11	COC(=O)c1ccccc1NC(=O)C1CCN(S(C)(=O)=O)CC1	-16	14
12	CCOC(=O)c1c(C)nc2ccc(C)cn12	-15	8
13	COC(=O)Nc1ccc2c(c1)Nc1ccccc1CC2	-22	15
14	C=CCn1c(CCc2ccccc2)nnc1SCC(=O)OC	-13	3
15	COc1ccc(NC(=O)C2CCCN2S(=O)(=O)c2ccc3c(c2)CCC(=O)N3)cc1Cl (centres undefined)	-29	19
16	O=C(Nc1ccccc1N1CCCC1)c1ccc(Cl)c(S(=O)(=O)N2CCOCC2)c1	-33	16
17	Cc1ccc2cc(C#N)c(SCC(=O)NCc3ccco3)nc2c1	-1	10
18	Cc1cc(C)cc(N(CC(=O)N2CCCC2)S(C)(=O)=O)c1	-11	11
19	CC(C)[C@H](NC(=O)c1ccccc1F)C(=O)NC1CCCCCCC1	-16	9
20	CCOC(=O)C1=C(N)Oc2c(oc(CO)cc2=O)C1c1ccc(F)cc1 (centres undefined)	-34	2
21	CCn1c(COc2ccc(=O)n(-c3ccccc3)n2)nnc1SCc1cccc(OC)c1	-14	12
22	Fc1ccc(C(c2nnnn2CCc2ccccc2)N2CCCc3ccccc32)cc1 (centres undefined)	-17	24
23	CCOC(=O)c1sc2nc3n(c(=O)c2c1C)CCC(C)CC3 (centres undefined)	-39	15
24	CC(C)c1ccc(C2N3CC4([N+](=O)[O-])CN2CC([N+](=O)[O-])(C3)C4(C)C)cc1 (centres undefined)	7	-1
25	Cc1nn(-c2ccc(F)cc2)c2sc(C(=O)O)cc12	7	1
26	Cc1noc2ncnc(N3CCN(c4ccc(F)cc4)CC3)c12	-21	49
27	COCCCN1C(=O)c2ccc(C(=O)N3CCN(c4ccc(OC)cc4)CC3)cc2C1=O	-15	8
28	CC(NC(=O)C(C(=O)c1cccc([N+](=O)[O-])c1)n1cc(Cl)ccc1=O)c1ccccc1 (centres undefined)	-2	34
29	CSc1sc(-c2nnc(SCC(=O)Nc3ccccc3)n2C)c2c1C=CCC2	-33	18
30	COc1ccc(-c2cnn3c(N)c(S(=O)(=O)c4ccccc4)cnc23)cc1	-28	14

Records listed so far that bear a hit mark in OX1R antag-1:
#	SMILES	OX1R antag-2	OX1R antag-1
9	COc1cc(C(=O)Nc2scc(-c3ccc(Br)cc3)c2C(=O)O)cc(OC)c1OC	-4	54*

Arranged by number of heavy atoms (descending): some entries from above.
#	SMILES	OX1R antag-2	OX1R antag-1
22	Fc1ccc(C(c2nnnn2CCc2ccccc2)N2CCCc3ccccc32)cc1 (centres undefined)	-17	24
9	COc1cc(C(=O)Nc2scc(-c3ccc(Br)cc3)c2C(=O)O)cc(OC)c1OC	-4	54*
14	C=CCn1c(CCc2ccccc2)nnc1SCC(=O)OC	-13	3
18	Cc1cc(C)cc(N(CC(=O)N2CCCC2)S(C)(=O)=O)c1	-11	11
10	CCCC[N+](C)(C)CCC(=O)NC(C)(C)CS(=O)(=O)[O-]	-9	6

Next part:
#	SMILES	OX1R antag-2	OX1R antag-1
31	Cn1c(=O)c2c(ncn2CC(=O)OCc2ccccc2)n(C)c1=O	-11	5
32	O=C(c1cccc(S(=O)(=O)N2CCc3ccccc32)c1)N1CCN(CCO)CC1	-26	1
33	Cc1ccc2c(Cl)cc(Cl)c(OCc3c(C)noc3C)c2n1	-18	-7
34	COc1cccc(NC(=O)c2cncs2)c1	-4	2
35	Fc1ccccc1NC(=S)NCc1ccccc1	-15	18
36	O=C(COc1ccc([N+](=O)[O-])cc1)NNC(=O)Nc1cccc(F)c1	-9	-1
37	COc1ccc(-c2c(C)nc3c(-c4ccc(F)cc4)cnn3c2N)cc1	-21	-10
38	Cc1ccc(OCCCCNC2CCCC(C)C2C)c(C)c1 (centres undefined)	-27	-4
39	CC(C)CC(=O)N1CCN(Cc2ccc(C(F)(F)F)cc2)CC1	-7	1
40	CNCc1sccc1C	-10	1
41	O=C(c1ccccc1)N1N=C(c2ccccc2)CC1c1ccccc1[N+](=O)[O-] (centres undefined)	-27	1
42	CC1CCC2(CC1)NC(=O)N(CC(=O)Nc1ccc3c(c1)CCC3)C2=O (centres undefined)	-18	22
43	C[C@H](CO)N1C[C@H](C)[C@@H](CN(C)S(=O)(=O)c2ccc(F)cc2)Oc2ccc(NC(=O)NC3CCCCC3)cc2C1=O	-29	9
44	CC1=C(C(=O)OCc2ccccc2)C(c2ccccc2OS(=O)(=O)c2ccc(C)cc2)NC(=O)N1CCCC(=O)O (centres undefined)	-16	32
45	CCN(CC)C(=O)Cn1cc(C(=O)C(=O)NCCCN2CCOCC2)c2ccccc21	-13	1
46	COC(=O)CN1C(=S)N(c2ccc(OC)cc2)C(=O)/C1=C/c1ccc(N2CCOCC2)cc1	26	5
47	C#CCOCCOCCOCCNc1nc(N2CCN(C(=O)C([C@@H](C)O)n3cc([C@@H](N)CCCCN)nn3)CC2)nc(N2CCN(C(=O)[C@H](CC(N)=O)n3cc(C(N)[C@@H](C)CC)nn3)CC2)n1 (some centres undefined)	-13	1
48	O=c1c2ccccc2[nH]c(=S)n1CCN1CCCC1	-12	25
49	COc1ccc(S(=O)(=O)NC(C)C(=O)NCc2ccncc2)cc1OC (centres undefined)	-3	12
50	O=S(=O)(c1ccc(F)cc1)N1CCCc2ccccc21	-22	26
51	COc1ccc(C2(c3ccc(OC)cc3)NC(=O)N(CC(=O)NC3CCS(=O)(=O)C3)C2=O)cc1 (centres undefined)	-1	13
52	CCCSc1nc(NCc2ccco2)c2c3c(sc2n1)COC(C)(CC)C3 (centres undefined)	-42	12
53	O=C(c1ccco1)N1CCCC(N2CCN(c3cccc(C(F)(F)F)c3)CC2)C1 (centres undefined)	-27	16
54	Cc1cccc(NC(=O)c2cc3c(s2)-c2c(C)cccc2OC3)n1	-8	8
55	COc1cccc(/C=C/c2nc(S(=O)(=O)c3ccccc3)c(N(C)C)o2)c1	-14	20
56	Cc1cccc(NC(=O)/C(C#N)=C\c2cccnc2)c1	-9	5
57	COc1ccc(NC(=O)CSc2nccn2C)cc1S(N)(=O)=O	-6	2
58	CCn1c(SCC(=O)NCc2ccccc2)nc2ccccc2c1=O	-24	15
59	CCCOc1ccc(C(=O)OCCN2CCCCC2)c(O)c1	-28	10
60	O=C(Nc1ccc(C(=O)NCC2CCN(Cc3ccccc3F)CC2)cc1)C1=CSCCO1	-22	1
61	CC(C)[C@H](NS(=O)(=O)c1ccccc1)C(=O)OCC(=O)Nc1cccc(S(N)(=O)=O)c1	-6	1
62	CC(C)N(Cc1ccccc1)C(=S)NC(=O)C1(C)CC1(Cl)Cl (centres undefined)	-19	13
63	COc1ccccc1N(C)S(=O)(=O)c1ccc(Cl)c(C(=O)OCc2c(C)noc2C)c1	26	54*
64	COC(=O)/C(C#N)=C/c1c(Oc2cccc(C)c2)nc2ccccn2c1=O	-27	24
65	Cn1cc(Br)c(C(=O)Nc2sc3c(c2C(N)=O)CCCC3)n1	-17	49
66	CCCn1c(SCC(=O)Nc2nc(C)c(C(=O)OC)s2)nnc1C(C)C	-13	16
67	COC(=O)c1cc(OC)c(OC)cc1NC(=S)N1CCN(C)CC1	-17	-2
68	O=C(NCc1ccncc1)Nc1ccc(Cl)cc1Cl	-12	20
69	CCOc1ccc(-c2cc(C)n3nc(C(N)=O)cc3n2)cc1	-15	36
70	COc1ccc(NC(=O)CSc2nnc(-c3ccccn3)n2Cc2ccco2)cc1OC	-16	21
71	O=C(CN1CCN(c2ccccc2O)CC1)NCCCc1ccccc1	-30	23
72	CCOc1ccccc1-n1c(SCC(=O)N2CCCC2)nnc1-c1ccoc1C	-12	20
73	CC1CN(C(=O)N2CCCCC2)CCN1C(=O)N1CCCCC1 (centres undefined)	-7	6
74	CCOC(=O)C1(CC2CC2)CCN(S(=O)(=O)C[C@]23CC[C@H](CC2=O)C3(C)C)CC1	-13	15
75	COCC1CCN(C(=O)C2CCC(=O)N(CC3CCCCC3)C2)CC1 (centres undefined)	-15	21
76	ON1C2CCCCC2N(O)C1c1c(F)c(F)c(F)c(F)c1F (centres undefined)	-12	3
77	O=C(O/N=C\c1ccc(N2CCCCC2)c([N+](=O)[O-])c1)c1ccc(Cl)cc1Cl	-27	19
78	CCn1c(C)cc(C(=O)COC(=O)c2cccnc2SC)c1C	10	22
79	CCCc1cc(=O)[nH]c2nnc(SCC(=O)Nc3nnc(SCC)s3)n12	6	15
80	CCOC(=O)c1sc2nc(CC(=O)OC)nc(N3CCN(c4ccc(OC)cc4)CC3)c2c1C	-15	17
81	O=C(O)C1(S(=O)(=O)CCC(F)=C(F)F)CC1	5	6
82	Cn1c(SCC(=O)Nc2ccccc2)nc2c([nH]c3ccccc32)c1=O	-15	39
83	O=c1cccccc1NCc1ccccc1	-22	29
84	CCOCCCNC(=O)Cn1cnc2c(cnn2-c2ccc(F)cc2)c1=O	7	5
85	CC(C)OCCCNC(=S)NNC(=O)c1ccc(Cl)c(Cl)c1	-10	10
86	CC(=O)c1ccc(N2CCN(C(=S)NCCCN(C)C)CC2)cc1	-5	7
87	COc1ccc(-c2cc3ncnc(Cl)c3s2)cc1	-19	16
88	COc1ccccc1C1NC(=O)NC(C)=C1C(=O)OCc1ccccc1 (centres undefined)	-13	8
89	COc1ccccc1CNC(=O)CCNC(=O)N1CC(=O)Nc2ccccc21	-5	6
90	CC1CCC(C(=O)NC(C(=O)N2CCC(N3CCCCC3)CC2)C(C)C)CC1 (centres undefined)	-6	12

Later entries.
#	SMILES	OX1R antag-2	OX1R antag-1
91	Cc1ccc(S(=O)(=O)N2[C@@H](c3ccc(Cl)cc3)C(C(=O)O)=C[C@H]2CC2CCCC2)cc1	-8	32
92	Cc1ccc(S(=O)(=O)N2CCOCC2)cc1NC(=O)COC(=O)c1ccc2c(c1)OCO2	-18	16
93	Nn1c(SCC(=O)Nc2ccc(F)cc2F)nnc1C1CCCCC1	-28	11
94	C[C@]12c3[nH]c4cc(-c5ccco5)ccc4c3CCN1C(=O)[C@@H](CC(=O)NCc1cccc(C(F)(F)F)c1)C[C@@H]2C(=O)N1CCCCC1	-14	1
95	Cc1ccc(S(=O)(=O)/N=C(/Nc2ccccc2C)c2ccccc2)cc1	-18	6
96	Cc1ccc(S(=O)(=O)N2CCN(C(=O)c3sccc3C)CC2)cc1	-8	20
97	Cc1nnc(NC2=NCCCCC2)o1	-6	4
98	COc1ccc(-n2nc3c(c2NC(=O)c2c(F)cccc2Cl)CS(=O)C3)cc1 (centres undefined)	-29	9
99	O=C1NC[C@@H](Cc2cccc3ccccc23)N(CC2(c3ccccc3)CC2)C1=O	-29	6
100	O=C(CN1CCC(C(=O)c2ccc(F)cc2)CC1)Nc1ccc(F)cc1	-21	39
101	COc1ccc(OC)c(/C=C/C(=O)OCC(=O)NCc2ccccc2)c1	-20	10
102	O=C(COc1ccccc1)Nc1ccc(Cl)c(-c2nc3ncccc3o2)c1	-3	26
103	O=C(CSCc1nc2ccccc2[nH]1)Nc1ccc2ccccc2c1	11	25
104	COc1cc(NC(=O)CN2C(=O)COc3ccc(S(=O)(=O)N4CCCCC4)cc32)cc(OC)c1	-43	16
105	C=CCNC(=S)NNc1nc(N2CCCC2)nc(N2CCCC2)n1	-32	-3
106	Cc1ccccc1NS(=O)(=O)c1ccc(NC(=O)c2ccco2)cc1	13	32
107	Clc1ccc(-c2nnc(CNC3CC3)o2)cc1	-22	11
108	Cc1ccc(C)n1NC(=O)c1cccs1	-20	9
109	COc1cc(/C=N\NC(=O)c2ccc(-c3ccccc3)cc2)cc(OC)c1O	-12	31
110	CCOC(=O)c1c(NC(=O)CCN2CCOCC2)sc(C)c1-c1ccccc1	-32	14
111	COCCn1c(SCC(=O)N2CC(=O)Nc3ccccc32)nnc1-c1ccoc1C	-16	21
112	N#Cc1c(SCC(=O)O)nc(N2CCOCC2)c2c1CCCC2	-13	7
113	COc1cccc(CN2CCSCC2)c1	-6	14
114	CCCCNC(=O)CCn1c(=O)c2ccccc2n(CC(=O)N2CC(C)CC(C)C2)c1=O (centres undefined)	-12	13
115	CCOC(=O)c1cc(C(=O)c2cccs2)n2ccc(C(C)=O)cc12	-26	-1
116	Cc1ccc(-c2nc(NCc3ccco3)n(C(=O)c3ccco3)n2)cc1	-7	6
117	O=C(Nc1ccc2c(c1)C(=O)N(c1ccccc1)C2=O)C1CCCO1 (centres undefined)	2	19
118	COc1ccccc1NC(=O)CN(c1ccccc1)S(=O)(=O)c1ccccc1	-30	14
119	O=C(c1ccc(C(F)(F)F)cc1)C1CCCN(C(=O)CCN2CCCO2)C1 (centres undefined)	-27	11
120	CSc1ncccc1C(=O)NC(C)C1CC2CCC1C2 (centres undefined)	23	46
121	C[C@H]1CN([C@@H](C)CO)C(=O)c2cccc(NC(=O)C3CC3)c2O[C@H]1CN(C)S(=O)(=O)c1ccccc1	-27	4
